AID2073 = inhibitors of Mint1-CaV2.2 protein interaction, biochemical, HTRF (AID 2073); Voltage-dependent N-type calcium channel subunit alpha-1B (Homo sapiens); HTRF protein-protein interaction, Mint1-CaV2.2; higher % means a stronger effect; one-dose inhibition, % at 20 µM; IC50 in µM for titrated hits; 290,000 tested, 0.19% active; in the data active = inhibition mostly above about 51%, no sharp cut-off; also: some results filed as inactive read as strong as hits
XIAP displacement = XIAP antagonists, biochemical, IAP family, fluorescence polarization (AID 1018); E3 ubiquitin-protein ligase XIAP (Homo sapiens); XIAP BIR domain, fluorescence polarization peptide displacement; higher % means a stronger effect; one-dose displacement, % at 20 µM; IC50 in µM for titrated hits; 200,000 tested, 0.007% active; in the data active = displacement above about 50%; also: a part of the inactive calls stands beside numbers as strong as those of hits
NOD2 inhibition = NOD2 signaling inhibitors, cell-based, luminescence, uHTS, HEK293 (AID 1566); HEK293 NOD2/NF-kB luciferase reporter, luminescence; higher % means a stronger effect; inhibition, % at 4 µM; hits with a dose series show EC50 in µM; 290,000 tested, 0.63% active; also: many of its hits are not listed in these tables
HIV peptide binding = inhibitors of HIV fusion peptide binding, primary screen, biochemical, uHTS, fluorescence dequenching (AID 1986); inhibition, % at 20 µM, or IC50 in µM where a hit was titrated; 290,000 tested, 0.3% active; cell-free peptide binding, fluorescence dequenching, 30 min; higher % means a stronger effect; in the data active = inhibition mostly above about 52%, no sharp cut-off; inactive = mostly below about 76%; also: some results filed as inactive read as strong as hits
SIAH1 antagonists = Siah-1 peptide-binding antagonists, primary screen, biochemical, fluorescence polarization, rhodamine-plectin, uHTS (AID 1817); E3 ubiquitin-protein ligase SIAH1 (Homo sapiens); Siah-1 / rhodamine-plectin peptide fluorescence polarization; higher % means a stronger effect; one-dose displacement, % at 20 µM; IC50 in µM for titrated hits; 290,000 tested, 0.02% active;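 active = displacement of at least 50% at 20 µM, with a fluorescence ratio check between 0.3 and a set limit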;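 also: plate controls were Siah plus tracer with DMSO for no effect and tracer alone without Siah for full effect; strong numbers were not always called active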
LYP inhibition = inhibitors of LYP phosphatase, biochemical, fluorescence intensity, uHTS (AID 1779); inhibition, % at 11.5 µM; hits with a dose series show IC50 in µM; 290,000 tested, 0.054% active; recombinant LYP phosphatase, fluorescence intensity; higher % means a stronger effect; Tyrosine-protein phosphatase non-receptor type 22 (Homo sapiens);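 also: plate controls were vehicle with enzyme for no effect and no enzyme for full effect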
NS5 inhibitors = Dengue-2 NS5 methyltransferase inhibitors, primary screen, biochemical, confirmation dose response (AID 588689); Genome polyprotein (Dengue virus type 2 (strain 16681-PDK53)); Dengue-2 NS5 methyltransferase capping enzyme assay, biochemical; higher % means a stronger effect; inhibition, % at 25 µM; hits with a dose series show IC50 in µM; 340,000 tested, 0.3% active; in the data active = a potency from the dose series
Myeloid diff MLP = induction of myeloid progenitor differentiation, primary screen, cell-based, flow cytometry, MLPCN library; ER-HoxA9 myeloid progenitors, lysozyme-GFP differentiation; calls only at 10 µM; 360,000 tested, 1% active;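 active = normalized GFP-positive differentiation at or above the plate's own cutoff, the solvent-only control mean plus 3 SD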;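 also: cells exposed to compound for four days before flow analysis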
Lipid droplet = inhibitors of hepatocyte lipid droplet formation, primary screen, imaging, high-throughput imaging, BODIPY stain. AML12 mouse hepatocytes, oleate lipid droplets. 240,000 tested, 0.4% active. AID 1656, 2009. inhibition, % at 6.5 µM;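 active = lipid droplet intensity inhibited by at least 50%, with more than 500 cells counted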
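material = mouse AML12 hepatocyte cell line, fixed after treatment | also added = 100 µM oleic acid challenge | doses = compound at 6.5 µM only | schedule = overnight exposure | technique = Image-based BODIPY and DAPI two-channel analysis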
Lipid droplet cells 6.5 µM = recorded beside Lipid droplet, whose call it bears; cell count; measured here: cell count, cytotoxicity flag;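 cells counted across two imaged fields per well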
Myeloid diff MLP GFP+ MAC1+ % = further read-out of Myeloid diff MLP, marked with its call; GFP+ MAC1+ double positive, %; measured here: differentiation confirmed by MAC1 staining
* marks the source's active call; other numbers are inactive results; i = inactive; . = not tested or not shown; + = active, no number. Rule as the data show it, unless noted: active = inhibition above about 50%; inactive = the rest.

Every second line gives: AID2073, XIAP displacement, NOD2 inhibition, HIV peptide binding, SIAH1 antagonists, LYP inhibition, NS5 inhibitors, Myeloid diff MLP, Myeloid diff MLP GFP+ MAC1+ %, Lipid droplet, Lipid droplet cells 6.5 µM
- Cc1ccc(NN=Nc2nc3c([nH]2)c(=O)n(C)c(=O)n3C)cc1
  12%, 16%, -38%, 1.2%, -2%, -2%, 3%, i, 0.4, 2, 619
- Nn1cnnc1N/N=C/c1cc([N+](=O)[O-])c(Cl)cc1Cl
  -14%, -1.9%, 9%, -1.7%, -5%, -6%, -17%, i, 0.4, 10, 741
- COc1ccc(CN2CCN(CCCc3ccccc3)C(CCO)C2)cc1OC (centres undefined)
  -2%, ., -24%, 0.6%, 3%, -11%, -2%, i, 0.2, 0, 784
- CCCCCCC(=O)NNC(=O)c1c(O)c2ccccc2n(CCC)c1=O
  31%, -6.9%, 4%, 1.7%, -3%, -4%, -5%, i, 0.5, 36, 633
- COc1cc(/C=C/C(=O)O)cc(S(=O)(=O)Nc2ccc3[nH]c(=O)[nH]c3c2)c1OC
  -4%, ., 2%, 1.2%, 8%, -6%, 5%, i, 2.1, 24, 776
- CCOC(=O)c1c(O)c2ccccc2n(CC)c1=O
  28%, -3.0%, 23%, 0.6%, 9%, 1%, 4%, i, 1.1, -37, 679
- COc1ccccc1C(=O)NNC(=O)C(=O)NC(C)C
  -9%, -1.2%, 9%, -2.4%, -1%, -6%, 3%, i, 0.6, 29, 726
- CCCn1cc(CN2CCC(Oc3ccc(C(=O)N4CCCC4)cc3)CC2)c(C)n1
  4%, ., -15%, 1.2%, 7%, -9%, -1%, i, 0.4, 23, 636
- Cc1cccc(OCc2nnc(N)s2)c1C
  5%, -2.7%, 1%, 15%, 2%, -8%, 6%, i, 0.8, ., .
- Cc1ccc(C(=O)N/C(=C/c2cccs2)C(=O)N2CCCCC2)cc1
  6%, -4.2%, -10%, 3.9%, -3%, 7%, -12%, i, 0.1, -19, 694
- CC1(C)CC(NC(=O)C2CCCCC2C(=O)O)CC(C)(C)N1 (centres undefined)
  4%, -3.0%, 2%, 4.2%, 1%, -3%, -3%, i, 1.1, ., .
- O=C(c1cccc(N2C(=O)C3CC=CCC3C2=O)c1)N1CCN(c2ccccc2)CC1 (centres undefined)
  4%, 1.8%, 6%, -0.1%, -8%, -10%, -10%, i, 6.4, -3, 719
- Fc1ccc(COc2cccc(CNCc3ccncc3)c2)cc1
  4%, -6.1%, 31%, -0.7%, 5%, 2%, -5%, +, 1.1*, -7, 620
- Cc1cc2c(c(=O)n1Cc1cccnc1)C(c1ccc(F)cc1)C(C#N)=C(N)O2 (centres undefined)
  32%, 2.1%, 6%, 0.6%, 8%, -5%, -4%, i, 1.1, ., .
- O=C1CC2(CCN(C(=O)C(=O)c3c[nH]c4ccccc34)CC2)Oc2ccccc21
  -1%, ., 33%, -0.6%, 15%, -3%, -19%, i, 12, 47, 724
- CCOC(=O)C1=NNC2C(=O)N(C3CCCCC3)C(=O)C12 (centres undefined)
  -1%, 0.5%, 18%, -0.6%, -2%, -4%, -7%, i, 0.3, ., .
- Cc1cc(C)cc(-c2nnc(SCC(=O)c3ccc4c(c3)OCCO4)o2)c1
  -3%, -2.2%, 12%, 0.7%, -2%, -4%, 1%, i, 8.1, 12, 771
- CCOC(=O)N1CCC(=NNC(=O)c2ccc(O)cc2)CC1
  6%, -7.7%, -7%, 1.1%, 6%, -4%, -4%, i, 0.6, 24, 697
- CCN(CC)S(=O)(=O)c1ccc2oc(C(=O)NCc3ccc(F)cc3)c(C)c2c1
  -7%, -0.7%, 20%, 0.5%, 3%, -3%, -6%, i, 0.0, 3, 693
- Cn1c(CN2CCOCC2)nc2cc(NC(=O)c3ccc(Cl)cc3)ccc21
  -7%, -0.9%, 44%, 2.2%, -7%, -11%, -3%, i, 2.4, ., .
- CCOc1ccc(OCC)c(NC(=O)C2CCN(S(=O)(=O)c3cccc4nonc34)CC2)c1
  -5%, -4.7%, -5%, -3.7%, 1%, -6%, 3%, i, 1.0, -1, 771
- Cc1ccc(S(=O)(=O)N(C)C)cc1NC(=S)Nc1cccc2ccccc12
  -14%, ., 0%, 2.1%, 14%, -3%, 9%, i, 3.1, -6, 792
- CCn1c2ccccc2c2cc(/C=N/n3c(-c4cc(C)[nH]n4)n[nH]c3=S)ccc21
  -16%, ., 21%, 14%, 10%, 10%, 3%, i, 0.4, -1, 712
- C=CCn1cnc2scc(-c3ccc(CC)cc3)c2c1=O
  14%, -2.3%, 21%, -0.6%, 2%, 2%, 2%, i, 1.0, 5, 748
- COCCNc1ccc(N2C(=O)CCCC2=O)cc1[N+](=O)[O-]
  -2%, -7.5%, 8%, 1.4%, -2%, -2%, 0%, i, 0.2, -2, 661
- COc1ccc2c(c1OC)C(=O)N(c1ccc(O)cc1)C2=O
  0%, -6.9%, 4%, 0.6%, 2%, -5%, -12%, i, 0.5, 16, 729
- CC(C)(CNC(=O)C1c2ccccc2-c2ccccc21)N1CCOCC1
  10%, ., -14%, -1.9%, 1%, -4%, 0%, i, 1.6, ., .
- COc1cc2ccccc2cc1C(=O)N1CC(C)CC(C)C1 (centres undefined)
  4%, ., 11%, 1.3%, 13%, -5%, -11%, i, 0.8, 1, 818
- CCNC(=O)C(=O)Nc1cc2c3c(c1)CCN3C(=O)CC2
  15%, ., 3%, 0.3%, 0%, -12%, -4%, i, 2.0, -1, 710
- CC(=O)N1CCN=C1SCc1ccccc1Cl
  3%, -2.9%, 0%, 0.4%, -1%, -10%, 1%, i, 3.9, ., .
- CCCCn1c(NC(C)=O)c(C#N)c2nc3ccccc3nc21
  13%, -4.2%, 22%, -3.3%, -4%, -3%, 7%, i, 0.5, ., .
- COC1=NS(=O)(=O)c2ccccc21
  0%, -10%, 9%, 0.0%, -3%, -8%, 1%, i, 0.4, 4, 671
- COC(=O)c1nc(NC(=S)NC(=O)c2cccs2)sc1C
  8%, ., -3%, 3.8%, -3%, 0%, -7%, i, 1.0, -3, 754
- Cc1nnc(NC(=O)c2ccc(S(=O)(=O)C(F)F)cc2)s1
  10%, ., -23%, 0.0%, 14%, -5%, -4%, i, 1.0, -7, 748
- COc1ccc(-c2cc(C(=O)N3CCCc4ccccc43)no2)cc1OC
  4%, -4.2%, 7%, 2.2%, -2%, 1%, -11%, i, 1.8, ., .
- O=C(Nc1ccccc1)N1CCCc2ccccc21
  -4%, -6.5%, -1%, 2.1%, 0%, -6%, -3%, i, 1.1, -21, 749
- COc1cccc(C(O)c2nc3ccccc3n2C(C)C)c1OC (centres undefined)
  11%, ., -10%, -0.3%, 4%, -9%, -6%, i, 0.2, -7, 825
- Fc1ccc(Cn2nnc(-c3ccc(CN4CCOCC4)cc3)n2)cc1
  -4%, -2.8%, 23%, -0.7%, -2%, -10%, -2%, i, 0.9, 20, 791
- O=C(CCc1ccc(S(=O)(=O)NCc2ccccc2)cc1)NCc1ccco1
  -2%, -2.5%, 5%, -0.3%, -2%, -5%, -4%, i, 0.9, -17, 759
- Cc1nc(SCC(N)=O)c(C#N)c(C)c1C
  10%, ., 9%, -0.4%, -9%, -7%, 2%, i, 0.5, 9, 678
- CCCc1nnc(SCC(=O)Nc2ccc(OC)cc2)n1N
  -3%, -7.1%, 3%, -0.8%, -3%, -2%, -2%, i, 2.0, -1, 769
- O=C(NNC(=O)c1sccc1-n1cccc1)c1cccc(Cl)c1
  3%, -5.0%, 5%, -1.6%, -2%, -2%, 8%, i, 0.8, -22, 652
- O=C(c1cccs1)N1CCC(N2CCN(c3ccccc3)CC2)CC1
  1%, -13%, -14%, -1.2%, -2%, -4%, -8%, i, 0.5, -1, 759
- CCOC(=O)C(C)n1cnc2c(nnn2Cc2ccc(C)cc2)c1=O (centres undefined)
  1%, -0.9%, 7%, 0.6%, 15%, 2%, -13%, i, 0.8, -2, 652
- O=C(Nc1cccnc1)c1ccco1
  -4%, 2.4%, 12%, 0.6%, -1%, -13%, -2%, i, 8.2, 4, 792
- Cc1ccc(CC2CC(=O)N(c3ccc4c(c3)OCCO4)C2=O)cc1 (centres undefined)
  -1%, -9.0%, 1%, -0.2%, 1%, -7%, -5%, i, 1.6, ., .
- O=C(NCC1OCCc2ccccc21)c1ccc(NC(=O)c2ccc(Cl)cc2)cc1 (centres undefined)
  17%, -2.6%, 18%, 0.3%, 0%, 0%, -7%, i, 7.0, 24, 766
- CCc1nc(N2CCCC2)c(C#N)c2c1CCCC2
  3%, -3.2%, 4%, -0.3%, 0%, -9%, -4%, i, 1.0, -6, 701
- CC1=CC(C)(C)N=C(Nc2nc(C)c3cc(C)cc(C)c3n2)N1
  2%, -3.9%, -8%, 1.2%, 0%, -1%, -3%, i, 1.2, -12, 682
- CCOC(=O)c1c(S(=O)(=O)NCC(=O)Nc2ccc(OC)cc2)c(C)n(C)c1C
  -5%, ., 0%, -0.7%, -1%, -4%, -7%, i, 0.3, -4, 709
- Cc1cc(Cl)ccc1OCC(=O)NCCC(=O)O
  5%, 1.1%, 10%, 0.8%, 2%, -4%, -3%, i, 1.7, ., .
- CN(C(=O)CCN1C(=O)S/C(=C\c2ccccc2)C1=O)C1CCS(=O)(=O)C1 (centres undefined)
  19%, ., 26%, -0.4%, -4%, -6%, -5%, i, 0.0, 0, 714

Entries listed so far that contain two or more sulfur atoms (4):
Every second line gives: AID2073, XIAP displacement, NOD2 inhibition, HIV peptide binding, SIAH1 antagonists, LYP inhibition, NS5 inhibitors, Myeloid diff MLP, Myeloid diff MLP GFP+ MAC1+ %, Lipid droplet, Lipid droplet cells 6.5 µM
- Cc1ccc(S(=O)(=O)N(C)C)cc1NC(=S)Nc1cccc2ccccc12
  -14%, ., 0%, 2.1%, 14%, -3%, 9%, i, 3.1, -6, 792
- COC(=O)c1nc(NC(=S)NC(=O)c2cccs2)sc1C
  8%, ., -3%, 3.8%, -3%, 0%, -7%, i, 1.0, -3, 754
- Cc1nnc(NC(=O)c2ccc(S(=O)(=O)C(F)F)cc2)s1
  10%, ., -23%, 0.0%, 14%, -5%, -4%, i, 1.0, -7, 748
- CN(C(=O)CCN1C(=O)S/C(=C\c2ccccc2)C1=O)C1CCS(=O)(=O)C1 (centres undefined)
  19%, ., 26%, -0.4%, -4%, -6%, -5%, i, 0.0, 0, 714

From PubChem BioAssay

A portion of the library; count on the stated rates, not on these rows.
